Assay outcomes from PubChem BioAssay.
KCNH2 3.1 inh: inhibitors of human KCNH2 3.1 potassium channel isoform; U2OS KCNH2 3.1, thallium flux FluxOr; active compounds read low; activity change, % (tested at about 1.8 µM); 0.95% of 340,000 active; AID 720553;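 active means maximum activity change below -70%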;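 further: thallium influx rate constant from kinetic fluorescence after stimulation buffer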
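FluxOr-based Tl+ influx in U2OS cells transduced with KCNH2 3.1 virus; rate constants normalized to DMSO controls.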
Integrin act MD: activators of alpha7 integrin expression for muscular dystrophy | alpha7betagal myoblasts, beta-gal FDG fluorescence, 48 h | Potency, µM (top dose mostly 38.3 µM), without a hit: top-dose activation, actives largely listed as activators | 0.064% of 350,000 active | AID 624291; active means well fitted activation curve with a large enough effect;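 further: potency means the concentration at half of the fitted maximal effect; 100% = response of the positive control SU9516; nearly all actives have a fitted effect of over 60% in size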
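Alpha7betagal+/- myoblasts (passage 13) were plated 16-24 hr, then exposed to compounds (1:260 dilution of DMSO stock) for 48 hours at 37C. After MPER lysis, β-galactosidase reporter activity was read as FDG fluorescence (ex 480/em 540) after 30 minutes.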
hERG WT inh: blocks the wildtype human KCNH2 potassium channel. Q12809. U2OS, BacMam KCNH2, thallium flux FluxOr; active compounds read low. activity change, % at 1.84 µM. 0.37% of 340,000 active. AID 720551;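 active means maximum activity change below -70%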
Target sequence (Q12809 whole entry, looked up): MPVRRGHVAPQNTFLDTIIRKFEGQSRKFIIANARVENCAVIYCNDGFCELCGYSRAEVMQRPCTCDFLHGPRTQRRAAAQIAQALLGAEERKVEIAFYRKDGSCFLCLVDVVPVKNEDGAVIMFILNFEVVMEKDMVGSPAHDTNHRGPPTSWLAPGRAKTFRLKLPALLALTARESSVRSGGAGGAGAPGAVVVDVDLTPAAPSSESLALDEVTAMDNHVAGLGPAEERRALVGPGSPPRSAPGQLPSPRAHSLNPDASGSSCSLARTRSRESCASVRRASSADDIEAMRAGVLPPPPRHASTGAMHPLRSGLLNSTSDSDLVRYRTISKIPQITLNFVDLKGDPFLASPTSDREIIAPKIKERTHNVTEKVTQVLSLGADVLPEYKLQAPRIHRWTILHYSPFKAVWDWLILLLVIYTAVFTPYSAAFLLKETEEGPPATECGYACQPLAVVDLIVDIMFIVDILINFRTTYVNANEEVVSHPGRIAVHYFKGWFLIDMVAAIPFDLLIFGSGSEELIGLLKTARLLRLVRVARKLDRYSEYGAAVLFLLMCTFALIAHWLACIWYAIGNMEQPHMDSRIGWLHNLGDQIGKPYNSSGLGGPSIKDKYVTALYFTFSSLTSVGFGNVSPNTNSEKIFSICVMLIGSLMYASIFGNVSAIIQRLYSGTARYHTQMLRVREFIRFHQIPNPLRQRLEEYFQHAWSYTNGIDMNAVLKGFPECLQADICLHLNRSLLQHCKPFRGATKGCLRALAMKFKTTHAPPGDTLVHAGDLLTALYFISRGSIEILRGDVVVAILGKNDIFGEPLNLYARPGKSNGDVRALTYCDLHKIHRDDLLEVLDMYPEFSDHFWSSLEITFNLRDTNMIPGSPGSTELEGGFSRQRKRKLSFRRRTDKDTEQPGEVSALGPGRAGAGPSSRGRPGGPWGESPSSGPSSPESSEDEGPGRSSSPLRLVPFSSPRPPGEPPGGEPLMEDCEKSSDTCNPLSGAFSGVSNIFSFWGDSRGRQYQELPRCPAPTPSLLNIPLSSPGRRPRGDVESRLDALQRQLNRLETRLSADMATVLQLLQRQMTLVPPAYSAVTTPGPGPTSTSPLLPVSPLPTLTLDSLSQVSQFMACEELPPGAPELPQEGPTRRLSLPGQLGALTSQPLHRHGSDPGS
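U2OS cells transduced with wild-type KCNH2 virus are loaded with FluxOr dye for 45 min, and thallium flux is measured in kinetic reads before and after stimulation buffer. Rate constants are normalized to DMSO controls.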
Numbers without * were called inactive; [ ] = remark or other dose. Unless noted, on the % scale 0 is the no-effect control and ±100 the full control effect. The list is partial. The share of hits here may be higher or lower than overall.

(1) c1ccc(CN2Cc3ccccc3-n3nncc3C2)nc1
(2) C#C[C@]1(O)CC[C@H]2[C@@H]3[C@H](O)C[C@H]4C[C@@H](O)CC[C@]4(C)[C@H]3CC[C@@]21C
(3) COc1ccc(C2C=C(C)Oc3c2c(=O)oc2ccccc32)cc1OC (stereo not drawn)
(4) CNC(=O)Oc1c(C)[nH]ccc1=O
(5) Cc1ccc(OC(=O)N(C)C[C@@H]2OCc3cnnn3CCCC(=O)N([C@@H](C)CO)C[C@H]2C)cc1
(6) CCOC(=O)C1(c2ccccc2)CCN(CCC(=O)Nc2ccc(OC)cc2)CC1
(7) C[C@@H]1CN([C@H](C)CO)C(=O)CCCn2nncc2CO[C@H]1CN(C)C(=O)Oc1cccc2ccccc12
(8) C[C@]1(O)CCC2C3CC[C@H]4C[C@@H](OC(=O)[C@@H](N)CCCCN)CC[C@]4(C)C3CC[C@@]21C (stereo partly drawn)

Compound,1,2,3,4,5,6,7,8
KCNH2 3.1 inh,2.6,-3.9,13.6,11.5,3.4,-31.9,8.7,1.9
Integrin act MD,-7.9%,-11.6%,1.2%,2.8%,14.8%,-9.6%,0.8%,-15.6%
hERG WT inh,8.3,13.8,-7.1,-0.7,-8.1,55.9,-4.5,28.1

Two entries from above in another layout.
The line under a structure holds: KCNH2 3.1 inh | Integrin act MD | hERG WT inh
2) C#C[C@]1(O)CC[C@H]2[C@@H]3[C@H](O)C[C@H]4C[C@@H](O)CC[C@]4(C)[C@H]3CC[C@@]21C
    -3.9 | -11.6% | 13.8
3) COc1ccc(C2C=C(C)Oc3c2c(=O)oc2ccccc32)cc1OC (stereo not drawn)
    13.6 | 1.2% | -7.1

Other results
(9) CC(C)C1C(C#N)=C(N)Oc2c1c(=O)oc1ccccc21 (stereo not drawn)
(10) COc1ccc(C2C3C=CC(C3)C2C(=O)O)cc1 (stereo not drawn)
(11) COc1ccc(OC(=O)N(C)C[C@H]2OCc3cnnn3CCCC(=O)N([C@H](C)CO)C[C@@H]2C)cc1
(12) Cc1ccc2c(c1)Oc1ccccc1N=C2
(13) c1ccc(N2[C@@H]3CC[C@H]2c2ccccc2C3)cc1
(14) c1ccc2c(c1)CN(Cc1ccc3c(c1)OCO3)Cc1cnnn1-2
(15) O=C1C(Br)C2CCC1C2C(=O)O (stereo not drawn)
(16) O=C1OCCC1C(=O)c1ccccc1 (stereo not drawn)

Compound,9,10,11,12,13,14,15,16
KCNH2 3.1 inh,-0.2,-11.0,-13.0,1.0,10.2,-0.6,-2.5,5.0
Integrin act MD,10.6%,8.0%,-9.3%,-4.0%,27.1%,24.9%,9.7%,7.7%
hERG WT inh,-1.3,9.1,9.9,6.0,-0.1,-1.0,-2.3,-8.3

(17) COC(=O)C1=C(c2cccc(OCc3ccccc3)c2)C[C@@H]2CC[C@H]1N2C
(18) S=C(NCCc1ccccc1)N1Cc2ccccc2-n2nncc2C1
(19) Oc1ccc(CCNCc2cc3c(cc2Br)OCO3)cc1
(20) c1ccc(C2(NC3=NCCO3)CCCCC2)cc1
(21) C[C@@H]1CN([C@@H](C)CO)C(=O)CCCn2nncc2CO[C@H]1CN(C)C(=O)Oc1cccc2ccccc12
(22) C[C@@H]1CN([C@H](C)CO)C(=O)CCCn2nncc2CO[C@@H]1CN(C)C(=O)Oc1cccc2ccccc12
(23) O=C(NCC1=C(c2ccc3ccccc3c2)C[C@@H]2CC[C@H]1N2Cc1ccco1)c1ccc([N+](=O)[O-])cc1
(24) CC1(C)CC(=O)CC(C)(C)N1O

Compound,17,18,19,20,21,22,23,24
KCNH2 3.1 inh,8.6,2.7,1.2,-11.1,8.0,-17.9,-98.9*,8.3
Integrin act MD,-23.6%,14.2%,-3.5%,-41.8%,21.6%,-12.3%,-58.4%[inhibitor],6.9%
hERG WT inh,7.5,4.3,27.3,-1.4,4.6,-10.1,-40.7,-2.1

Compound profiles, as listed above. Order of screens: KCNH2 3.1 inh	Integrin act MD	hERG WT inh
CC1(C)CC(=O)CC(C)(C)N1O as listed: 8.3	6.9%	-2.1
C[C@@H]1CN([C@@H](C)CO)C(=O)CCCn2nncc2CO[C@H]1CN(C)C(=O)Oc1cccc2ccccc12 as listed: 8.0	21.6%	4.6
Oc1ccc(CCNCc2cc3c(cc2Br)OCO3)cc1 as listed: 1.2	-3.5%	27.3
S=C(NCCc1ccccc1)N1Cc2ccccc2-n2nncc2C1 as listed: 2.7	14.2%	4.3
O=C(NCC1=C(c2ccc3ccccc3c2)C[C@@H]2CC[C@H]1N2Cc1ccco1)c1ccc([N+](=O)[O-])cc1 as listed: -98.9*	-58.4%[inhibitor]	-40.7

Further entries.
25) O=C(C1CCCCC1)N1Cc2ccccc2-n2nncc2C1
- KCNH2 3.1 inh = 8.1
- Integrin act MD = 8.7%
- hERG WT inh = 0.2

26) Cc1ccc(OC(=O)N(C)C[C@H]2OCc3cnnn3CCCC(=O)N([C@@H](C)CO)C[C@H]2C)cc1
- KCNH2 3.1 inh = 0.3
- Integrin act MD = 20.9%
- hERG WT inh = -3.0

27) O=[N+]([O-])c1ccc(N(CCO)CCO)c2c1no[n+]2[O-]
- KCNH2 3.1 inh = -92.0*
- Integrin act MD = -63.3%[inhibitor]
- hERG WT inh = -33.8

28) C[C@]12CC[C@@H](O)C[C@@H]1CC[C@@H]1[C@@H]2CC[C@]2(C)C(=O)[C@H](O)C[C@@H]12
- KCNH2 3.1 inh = 0.3
- Integrin act MD = 8.8%
- hERG WT inh = -0.9

29) COc1ccc(CCNCc2cc(OC)cc(OC)c2)cc1
- KCNH2 3.1 inh = -2.1
- Integrin act MD = -28.0%
- hERG WT inh = 11.8

30) CN1C(=O)CN=C(c2ccc[nH]2)c2cc(Cl)ccc21 (tested in a mixture with another compound)
- KCNH2 3.1 inh = -2.7
- Integrin act MD = -9.7%
- hERG WT inh = 7.0

31) C[C@H](CO)N1C[C@H](C)[C@@H](CN(C)C(=O)Oc2ccccc2)OCc2cnnn2CCCC1=O
- KCNH2 3.1 inh = 2.4
- Integrin act MD = 24.8%
- hERG WT inh = 11.1

32) C[C@@H]1CN([C@@H](C)CO)C(=O)CCCn2cc(nn2)CO[C@H]1CN(C)C(=O)Oc1cccc2ccccc12
- KCNH2 3.1 inh = -7.0
- Integrin act MD = 16.2%
- hERG WT inh = 6.5

33) Cc1ccc(-[n+]2c(Cc3nn(-c4ccccc4)c(C)[n+]3-c3ccc(C)cc3)nn(-c3ccccc3)c2C)cc1
- KCNH2 3.1 inh = -6.9
- Integrin act MD = 16.0%
- hERG WT inh = -1.1

34) O=C1C=C(N2CC2)c2ccccc2C1=O
- KCNH2 3.1 inh = 4.8
- Integrin act MD = -12.8%
- hERG WT inh = -4.2

35) C[C@@H]1CNC(=O)c2c(C(=O)Nc3ccc(CNC(=O)OC(C)(C)C)cc3)ncn21
- KCNH2 3.1 inh = 0.0
- Integrin act MD = 24.0%
- hERG WT inh = -5.2

36) CC(C)COC(=O)N1Cc2ccccc2-n2nncc2C1
- KCNH2 3.1 inh = -5.7
- Integrin act MD = 5.0%
- hERG WT inh = -2.6

37) COC(=O)N1Cc2ccccc2-n2nncc2C1
- KCNH2 3.1 inh = 6.3
- Integrin act MD = 2.7%
- hERG WT inh = 3.2

Of the compounds above, these have bromine.
15) O=C1C(Br)C2CCC1C2C(=O)O (stereo not drawn)
- KCNH2 3.1 inh = -2.5
- Integrin act MD = 9.7%
- hERG WT inh = -2.3

19) Oc1ccc(CCNCc2cc3c(cc2Br)OCO3)cc1
- KCNH2 3.1 inh = 1.2
- Integrin act MD = -3.5%
- hERG WT inh = 27.3

Only Integrin act MD and hERG WT inh, for some of the entries so far:
entry	SMILES	Integrin act MD	hERG WT inh
32	C[C@@H]1CN([C@@H](C)CO)C(=O)CCCn2cc(nn2)CO[C@H]1CN(C)C(=O)Oc1cccc2ccccc12	16.2%	6.5
26	Cc1ccc(OC(=O)N(C)C[C@H]2OCc3cnnn3CCCC(=O)N([C@@H](C)CO)C[C@H]2C)cc1	20.9%	-3.0
34	O=C1C=C(N2CC2)c2ccccc2C1=O	-12.8%	-4.2
30	CN1C(=O)CN=C(c2ccc[nH]2)c2cc(Cl)ccc21 (tested in a mixture with another compound)	-9.7%	7.0
